# Diaph act CS – compounds boosting diaphorase resazurin reduction – biochemical, uHTS, resorufin fluorescence, counter-screen for diaphorase-coupled primary assays, primary screen; Diaphorase/resazurin coupled assay, 16 min; hits give high values; 1 = vehicle wells, 0 = NADH-free wells; 0.005% of 190,000 active; activation factor at 20 µM; AID 1229, 2008;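 active = diaphorase activity raised at least twofold by the compound at 20 µM; inactive = activation factor below 2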
#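 Material: Purified diaphorase enzyme from Clostridium kluyveri | Buffer or medium: 50 mM HEPES pH 7.4 with 4.542 mM MgCl2, 0.005% Tween 20 | Times: 16 min enzyme reaction, ambient temperature | Signal: Red resorufin fluorescence at 544/590 nm excitation/emission | Measure: Increased resorufin signal from activators or reducing compounds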
# G6PDH counter – L. mesenteroides G6PDH inhibitors, counter-screen for G6PDH-coupled screening assays, biochemical, Leuconostoc mesenteroides enzyme | glucose-6-phosphate dehydrogenase [Leuconostoc mesenteroides] | 0.12% of 200,000 active | Purified L. mesenteroides G6PDH, diaphorase/resazurin coupled fluorescence, 45 min | inhibition, % at 5 µM; in the data active = inhibition above about 50%
# TLR4-MyD88 BLA – inhibitors of TLR4-MyD88 association in cells, primary screen, cell-based, HeLa CL3-4, BLA complementation, FRET ratio; 0.18% of 200,000 active; inhibition, % at 8.4 µM; HeLa CL3-4 TLR4/MyD88 BLA complementation; Toll-like receptor 4 (Homo sapiens) + Myeloid differentiation primary response protein …; AID 861, 2007; in the data active = inhibition above about 25%;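 note: 0% = vehicle and 100% = reference inhibitor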
# FLuc inh counter – firefly luciferase enzyme inhibitors, primary screen, artefact control for luciferase-based inhibitor screens, biochemical, luminescence, ATPLite; 10 min; inhibition, % at 10 µM; AID 1006, 2008; 1.5% of 200,000 active; Luciferin 4-monooxygenase (Photinus pyralis), P08659;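 active = inhibition above about 50% when tested at 10 µM, limit read from the data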
# Target sequence (P08659 whole entry, looked up): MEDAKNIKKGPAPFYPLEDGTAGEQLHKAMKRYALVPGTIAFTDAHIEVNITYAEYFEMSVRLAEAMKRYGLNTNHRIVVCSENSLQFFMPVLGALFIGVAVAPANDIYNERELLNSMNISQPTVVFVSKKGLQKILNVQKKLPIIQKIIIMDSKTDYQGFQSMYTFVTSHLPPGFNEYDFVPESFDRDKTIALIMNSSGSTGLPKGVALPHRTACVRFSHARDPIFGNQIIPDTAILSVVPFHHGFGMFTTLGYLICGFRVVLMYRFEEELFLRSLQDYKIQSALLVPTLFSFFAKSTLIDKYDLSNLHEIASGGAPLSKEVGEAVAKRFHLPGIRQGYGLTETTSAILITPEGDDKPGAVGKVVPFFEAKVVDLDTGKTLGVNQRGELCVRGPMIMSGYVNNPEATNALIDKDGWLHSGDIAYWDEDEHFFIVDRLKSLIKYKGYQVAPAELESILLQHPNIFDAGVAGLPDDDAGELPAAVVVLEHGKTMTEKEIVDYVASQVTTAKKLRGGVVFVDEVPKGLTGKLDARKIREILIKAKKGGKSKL
# Diaph inh CS – diaphorase inhibitors and chemical oxidizers, primary screen, counter-screen for diaphorase-coupled primary assays, biochemical, uHTS, resorufin fluorescence; diaphorase resazurin-to-resorufin fluorescence, NADH, 16 min; bacterial (C. kluyveri) enzyme, not human; inhibition, % at 20 µM; 0.69% of 190,000 active; AID 1217, 2008;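 active = primary screen inhibition at 20 µM above a set limit, cut at about 50% in these data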;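 note: plate controls were DMSO with full reaction for no effect and wells lacking NADH for full effect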
#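 Test system: bacterial diaphorase enzyme (C. kluyveri); Quantity: 0.14 U/mL diaphorase, enzyme working solution; Times: reaction incubation of 16 min at room temperature; Measured by: fluorescence of resorufin formed from resazurin, Ex 544/Em 590 nm; Benchmarks: positive control minus NADH, DMSO neutral control.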
# FLuc act counter – FLuc activators, initial screening, artefact control for FLuc-dependent activation tests, biochemical, ATPlite luminescence; Luciferin 4-monooxygenase (Photinus pyralis), P08659; ATPlite luciferase biochemical, 10 min; 0 = ATP-free wells, 1 = DMSO control; activation factor at 10 µM; 200,000 tested, under 10 active;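 active = luciferase activation factor, scaled between plate controls, of at least 2 with compound at 10 µM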
#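 Assay system: Luciferase/luciferin reagent mix; Medium: PBS as buffer for the ATP substrate; Dosing: test compounds dosed from 2 mM stocks in 100% DMSO; Times: 10 min, room temperature; Signal: luminescence from luciferase reaction; Read-out: luciferase activation; Controls: No-ATP low control, compound-free enzyme-plus-ATP high control.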
# NF-kB expr up – activators of NF-kB expression in neurons, primary screen, cell-based, HTS; fold change at 12.5 µM; AID 1239, 2008; 1.6% of 190,000 active; human neuronal cells, NF-kB reporter expression; hits give high values; in the data active = fold change above about 3.3
# APP 5UTR inh – inhibitors of APP translation via 5'UTR reporter, primary screen, APP 5'UTR luciferase, SH-SY5Y cells; SH-SY5Y APP 5'UTR-luciferase reporter, luminescence; inhibition, % at 2 µM; 0.82% of 190,000 active; AID 1285, 2008;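 active = inhibition above a set limit, derived from the sample mean plus 3 SD, cut at about 45% in these data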; note: values of inactives mirror those of a sister screen read the other way
# STAT1 act – STAT1 signaling activators, primary screen, cell-based, HTS, luciferase reporter; NIH 3T3 STAT1-luciferase reporter, IFN-gamma, luminescence; 100% = IFN-gamma alone, no compound; activation (% of control), % at 5.5 µM; 2.6% of 200,000 active; AID 932, 2007;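 active = activation above the screen-wide mean activation plus 3 SD, cut at about 130% in these data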;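 note: raw ratio to IFN-gamma control signal so 100% means no change and 0% no light; values of inactives mirror those of a sister screen read the other way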
# APP 5'UTR act – activators of APP 5'UTR luciferase reporter, primary screen, SH-SY5Y cells. SH-SY5Y APP 5'UTR luciferase reporter, luminescence; zero percent = DMSO vehicle wells. activation, % at 2 µM. 1% of 190,000 active. AID 1276, 2008;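 active = activation above a set limit, based on mean plus 3 SD of controls, cut at about 140% in these data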; note: values of inactives mirror those of a sister screen read the other way
# * marks the source's active call; other numbers are inactive results; . = not tested or not shown. Random draw from the library; about 5.6% have a hit in one of these screens.
SMILES,Diaph act CS,G6PDH counter,TLR4-MyD88 BLA,FLuc inh counter,Diaph inh CS,FLuc act counter,NF-kB expr up,APP 5UTR inh,STAT1 act,APP 5'UTR act
O=C(CN1CCN(c2ccc(F)cc2)CC1)Nc1ccc(F)c(F)c1,0.9,2,-13,-5,8,1.1,0.99,6,99,-6
CCCn1cc(NC(=O)c2cc3n(n2)C(C(F)(F)F)CC(c2ccccc2)N3)cn1 (centres undefined),0.8,7,12,-3,16,1,1,5,102,-5
O=C(c1ccccc1F)N1CCN(C2CCC(c3ccccc3)CC2)CC1 (centres undefined),.,9,8,-7,.,1.1,0.86,0,96,0
COc1ccc(CCN2C(=O)N(c3ccc(OC)cc3)C(=O)C2CC(=O)Nc2ccccc2)cc1 (centres undefined),0.7,-3,-9,-5,25,1,0.67,-29,98,29
O=S(=O)(c1ccc(Cl)cc1)N(CCCN1CCOCC1)Cc1cccs1,0.8,9,0,-2,21,1,2.5,0,100,0
COc1ccc(NC(=O)C2CC(c3cc(OC)c(OC)c(OC)c3)=NO2)cc1OC (centres undefined),0.9,3,4,-6,14,1.1,1.3,2,104,-2
O=C(Cn1cnc2ccccc2c1=O)NCC(=O)N1CCN(c2ccccn2)CC1,0.9,1,2,-5,12,1.1,1.1,17,104,-17
Cc1cccc(/N=C/c2c(O)cc(C)oc2=O)n1,0.8,-8,-2,-6,19,1.1,0.75,15,99,-15
CC(OC(=O)CCc1c[nH]c2ccccc12)C(=O)c1ccccc1 (centres undefined),0.6,12,-4,-4,40,1,1.5,-26,112,26
CCCOC(=O)c1sc2nc3c(cc2c1N)C(=O)CCC3,0.9,0,4,-9,8,1.1,1.6,-15,118,15
C=CCn1c(Cc2ccc(OC)cc2)nnc1SCC(N)=O,0.9,2,9,-6,9,1.1,0.88,8,96,-8
CC1CC(C)(C)NC(=S)N1CCCC(=O)NCc1ccccc1 (centres undefined),0.9,11,5,-5,11,1.1,1.2,25,94,-25
Cc1ccc(CNC(=O)CN2C(C)CCCC2C)cc1 (centres undefined),1,-5,-3,-1,-5,1,0.93,-6,94,6
CCOC(=O)C1CCCN(C(=O)CSc2ccc(Br)cc2)C1 (centres undefined),0.9,3,-1,-2,8,1,0.99,0,104,0
O=C(CNS(=O)(=O)c1ccc(Br)s1)NCC1COc2ccccc2O1 (centres undefined),0.9,5,-8,-7,10,1.1,1.5,5,94,-5
O=C(CCS(=O)(=O)c1ccc(Br)s1)NC1CCCCCC1,1,-10,2,-10,1,1.1,1.2,-24,94,24
COCC(=O)N1CCC(Oc2ccc(C(=O)NCCc3ccncc3)cc2)CC1,1.2,11,17,0,-18,1,1.3,-6,109,6
CC(C)(C)CN1CCNC(=O)C1CC(=O)NCc1cccc(-n2cccn2)c1 (centres undefined),0.9,11,-10,0,12,1,1.1,-10,97,10
CCCN1C(=O)N(C)C(N(O)C(=O)NC)C1(C)C (centres undefined),0.9,2,1,-6,7,1.1,1.5,3,95,-3
C/C=C(\CS(=O)(=O)c1ccccc1)S(=O)(=O)c1ccccc1,1.1,14,-2,-6,-10,1.1,1.2,0,87,0
Cc1cc(Cl)ccc1OC(C)C(=O)Nc1ccc(S(=O)(=O)Nc2cnc3ccccc3n2)cc1 (centres undefined),0.8,7,7,-4,19,1,1.2,3,106,-3
COc1ccc(N2CCN(/C(=N\S(=O)(=O)c3ccc(C)cc3)Nc3nc(C)cc(C)n3)CC2)cc1,0.9,6,1,-9,11,1.1,0.86,9,96,-9
O=S(=O)(c1cccc2nsnc12)N1CCN(c2ccc(F)cc2)CC1,0.9,-4,2,-3,10,1,0.9,-8,99,8
O=C(CN1CC(c2ccccc2)CC1=O)OCc1cccc(Br)c1 (centres undefined),0.9,-1,-4,-6,11,1.1,1.1,-30,97,30
COC(=O)CSc1nccc(-c2ccc(F)cc2)c1C#N,0.8,17,3,-8,20,1.1,1.2,21,97,-21
CN1C2=NCCN2C(=O)c2ccccc21,1,8,3,-6,3,1.1,1.1,0,92,-1
Cc1cccc(NC(=S)NC2CC3CCC(C2)N3Cc2ccco2)c1 (centres undefined),1.1,-1,11,-5,-7,1.1,0.93,8,106,-8
CC(=O)Nc1ccc(-n2c(=O)c3ccccc3c3ccccc3c2=O)cc1,0.8,14,-4,-3,24,1,1.8,-4,87,4
CCc1nnc(N/N=C/c2ccc(N3CCC(C)CC3)c([N+](=O)[O-])c2)n1N,0.9,-12,-14,-4,9,1,0.93,3,118,-3
Cc1ccc(-c2ccc(=O)n(CC(=O)NCCN(C)C)n2)cc1,0.9,5,-2,-5,7,1,1.3,2,107,-2
CC(C)(C)C(=O)N1CCN(c2c(Cl)cccc2[N+](=O)[O-])CC1,0.9,-14,-1,2,13,1,0.9,-18,98,18
Cc1ccc(C(=O)COC(=O)CCC(=O)Nc2cccc(Cl)c2)cc1[N+](=O)[O-],0.9,0,9,-7,15,1.1,1.2,17,113,-17
Cc1c(C(=O)CN2CCOCC2)[nH]c2ccccc12,0.9,-5,-12,-6,14,1.1,1.1,.,94,.
COc1ccc(-c2cc(C(F)(F)F)nc(NC3CCCC3)n2)cc1OC,0.8,10,-4,-6,23,1.1,1.1,2,96,-2
COc1cc(C2=NOC(C(=O)NC3CCCCC3)C2)cc(OC)c1OC (centres undefined),1,1,-10,0,1,1,0.96,10,97,-11
Cn1cc(C(=O)N/N=C/C(Br)=C/c2ccccc2)ccc1=O,1,-14,11,15,0,0.9,0.99,85*,93,-85
CCCCOC(=O)c1ccc(NC(=O)c2ccccc2OC)cc1,0.7,-5,-15,-4,31,1,1.1,0,103,0
COc1ccc(OC)c(NC(=O)Nc2cc(NC(=O)Nc3cc(OC)ccc3OC)c(C)nc2C)c1,1,12,-8,-4,-4,1,1.3,8,101,-8
CCOC(=O)CCSc1nc(C(C)(C)C)cc(C(F)(F)F)c1C#N,0.8,4,-1,-5,21,1.1,1.2,5,98,-5
COc1ccc(S(=O)(=O)Nc2ccccc2C(=O)NC(C)(C)C)cc1OC,0.9,-2,-1,0,6,1,0.96,.,95,.

# A portion from further up, for reference:
SMILES,Diaph act CS,G6PDH counter,TLR4-MyD88 BLA,FLuc inh counter,Diaph inh CS,FLuc act counter,NF-kB expr up,APP 5UTR inh,STAT1 act,APP 5'UTR act
O=C(CN1CC(c2ccccc2)CC1=O)OCc1cccc(Br)c1 (centres undefined),0.9,-1,-4,-6,11,1.1,1.1,-30,97,30
COC(=O)CSc1nccc(-c2ccc(F)cc2)c1C#N,0.8,17,3,-8,20,1.1,1.2,21,97,-21
CN1C2=NCCN2C(=O)c2ccccc21,1,8,3,-6,3,1.1,1.1,0,92,-1
Cc1cccc(NC(=S)NC2CC3CCC(C2)N3Cc2ccco2)c1 (centres undefined),1.1,-1,11,-5,-7,1.1,0.93,8,106,-8
CC(=O)Nc1ccc(-n2c(=O)c3ccccc3c3ccccc3c2=O)cc1,0.8,14,-4,-3,24,1,1.8,-4,87,4
CCc1nnc(N/N=C/c2ccc(N3CCC(C)CC3)c([N+](=O)[O-])c2)n1N,0.9,-12,-14,-4,9,1,0.93,3,118,-3
Cc1ccc(-c2ccc(=O)n(CC(=O)NCCN(C)C)n2)cc1,0.9,5,-2,-5,7,1,1.3,2,107,-2
CC(C)(C)C(=O)N1CCN(c2c(Cl)cccc2[N+](=O)[O-])CC1,0.9,-14,-1,2,13,1,0.9,-18,98,18
Cc1ccc(C(=O)COC(=O)CCC(=O)Nc2cccc(Cl)c2)cc1[N+](=O)[O-],0.9,0,9,-7,15,1.1,1.2,17,113,-17
Cc1c(C(=O)CN2CCOCC2)[nH]c2ccccc12,0.9,-5,-12,-6,14,1.1,1.1,.,94,.
COc1ccc(-c2cc(C(F)(F)F)nc(NC3CCCC3)n2)cc1OC,0.8,10,-4,-6,23,1.1,1.1,2,96,-2
COc1cc(C2=NOC(C(=O)NC3CCCCC3)C2)cc(OC)c1OC (centres undefined),1,1,-10,0,1,1,0.96,10,97,-11

# (cont.)
SMILES,Diaph act CS,G6PDH counter,TLR4-MyD88 BLA,FLuc inh counter,Diaph inh CS,FLuc act counter,NF-kB expr up,APP 5UTR inh,STAT1 act,APP 5'UTR act
CCN(CC)S(=O)(=O)c1ccc2c(c1)nc(CCC(=O)Nc1ccc3c(c1)OCO3)n2CC,0.7,16,5,-3,26,1,1,-12,102,12
CCc1cc2cc(C(=O)Nc3ccccc3F)sc2s1,0.9,1,-2,14,6,0.9,2.7,-163,146*,163*
Cc1ccc(Nc2nc(N)c(C#N)c(CC#N)c2C#N)cc1,1,4,13,-7,2,1.1,1.3,-54,102,54
OCCC1CN(Cc2ccon2)CCN1Cc1ccccc1 (centres undefined),0.8,10,-15,-2,15,1,1,-1,93,1
CCCC(=O)Nc1ccc(C(=O)NN2C(=O)c3ccccc3C2=O)cc1,0.9,-11,-7,-3,14,1,0.84,10,101,-10
CCc1ccccc1NC(=O)CSc1nc2n[nH]c(C)c2c(=N)n1-c1cccc(OC)c1,1,-2,-5,-5,-1,1,0.47,8,100,-8
CCn1c(SCC(=O)c2ccccc2)nnc1-c1ccoc1C,0.9,3,-5,-1,14,1,1.5,-18,114,17
O=[N+]([O-])c1ccc(N/N=C\c2cccnc2)nc1,0.8,17,4,-4,18,1,1.7,3,114,-3
C#CCOCCOCCOCCNc1nc(N2CCOCC2)nc(N2CCN(C(=O)[C@H](Cc3cc4ccccc4[nH]3)n3cc([C@@H](N)CC(C)C)nn3)CC2)n1,1,18,-17,-5,2,1.1,1,-13,96,13
Cc1ccc(NC(=S)NNC(=O)c2ccccc2O)c(C)c1,0.9,8,-3,10,11,0.9,0.8,5,94,-5
Cc1ccc(NC(=O)COC(=O)Cn2cnc3c2c(=O)n(C)c(=O)n3C)cc1Cl,1,-1,4,-7,4,1.1,1.1,2,104,-2
C/C(=N\NC(=O)c1ccc(Cl)cc1)c1cccc(NC(=O)C(C)C)c1,1,0,2,7,2,0.9,1.4,17,107,-17

# Screens from PubChem BioAssay.
